OX1R antag-1: blocks the human orexin 1 receptor | CHO/OX1R cells, Fluo-8 calcium fluorescence, orexin A | inhibition, % at 5 µM | actives 0.43% (n = 330,000) | AID 434989;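 active = inhibition above its plate's threshold, mean inhibition of all tested compounds on the plate plus 3 SD, cut at about 37% in these data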;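 note: 0% = orexin A challenge wells and 100% = SB-334867-A antagonist wells; not every result past the cut was called active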
Target sequence (O43613 whole entry, looked up): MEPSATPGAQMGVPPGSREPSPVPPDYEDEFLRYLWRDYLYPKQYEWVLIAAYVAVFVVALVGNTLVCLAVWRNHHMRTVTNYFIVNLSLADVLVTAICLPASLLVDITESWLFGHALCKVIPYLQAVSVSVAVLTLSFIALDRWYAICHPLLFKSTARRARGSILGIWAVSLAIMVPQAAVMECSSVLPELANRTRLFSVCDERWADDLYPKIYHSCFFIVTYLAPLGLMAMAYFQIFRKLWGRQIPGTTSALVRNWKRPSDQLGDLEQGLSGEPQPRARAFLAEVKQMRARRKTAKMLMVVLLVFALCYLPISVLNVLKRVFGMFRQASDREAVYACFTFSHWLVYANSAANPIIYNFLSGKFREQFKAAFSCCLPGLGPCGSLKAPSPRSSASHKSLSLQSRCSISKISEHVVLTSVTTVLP
OX1R antag-2: blocks the human orexin 1 receptor | O43613 | actives 1.8% (n = 330,000) | inhibition, % at 6.6 µM | OX1R-expressing cells, FRET antagonist read-out | AID 485270; in the data active = inhibition mostly above about 38%, no sharp cut-off; inactive = mostly below about 40%;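 note: 0% = agonist challenge alone and 100% = reference antagonist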
The depositor's hits bear a star.

SMILES	OX1R antag-1	OX1R antag-2
C=CCN1C(=O)C(Cc2ccc(SC(F)F)cc2)SC1=Nc1ccc(C(=O)O)cc1 (centres undefined)	9	41
COc1cc2cc(/C=C/C(=O)c3ccco3)c(Cl)nc2cc1OC	-12	7
Cc1cnc(C(=O)N2CCCC(N3CCN(c4ccccc4C)CC3)C2)cn1 (centres undefined)	-14	16
COc1ccc(CC(=O)N2CCN=C2SCc2ccc([N+](=O)[O-])cc2)cc1	-10	12
CC(C(=O)Nc1ccc(F)c(F)c1F)N1CCCCCC1 (centres undefined)	-10	23
Cc1cccc(C(=O)NNC(=O)c2ccc(S(=O)(=O)N3CCOCC3)cc2)c1	7	4
Cc1ccccc1OCCC(=O)Nc1cccc(S(=O)(=O)Nc2ccccc2Cl)c1	45*	58
Cc1ccc(NC(=O)CCN2CCCCC2)cc1	-2	2
Cc1ccc(S(=O)(=O)CCSC(=N)N)cc1	-4	15
Cc1[nH]n(-c2ccc(F)cc2)c(=O)c1C=Nc1ccc(S(=O)(=O)N(C)C)cc1	5	4
Cc1ccc(S(=O)(=O)Nc2cc(=O)[nH]c(SCC(=O)Nc3ccccc3C(F)(F)F)n2)cc1	-3	4
CCC12C(=O)C(CC)(C(c3ccccc3)=C1c1ccccc1)[C@@H]1C(=O)N(c3ccccc3)C(=O)C12 (some centres undefined)	-25	18
CCn1nc(C(=O)OC2CCOC2=O)c2ccccc2c1=O (centres undefined)	-3	8
Cn1cc(Cl)cc(C(=O)Nc2ccccc2)c1=O	2	2
CC(NC(=O)[C@H](C)NC(=O)C1CC(=O)N(c2ccc3c(c2)OCO3)C1)c1ccccc1 (some centres undefined)	-11	11
COCCCNc1oc(-c2ccccc2OC)nc1C#N	-5	8
COc1ccc(CCNC2=CC(=O)CC(C)(C)C2)cc1	-22	4
Cc1c(Cl)cccc1NC(=O)COC(=O)c1c2c(nc3ccccc13)CCN(Cc1ccccc1)C2	-17	36
COc1ccccc1OCCOc1ccc(/C=C2/C(=N)N3OC(C)=CC3=NC2=O)cc1OC	-8	17
Cc1[nH]cnc1CSCCN	-18	18

Four entries already listed, arranged by molar mass, low to high.
SMILES	OX1R antag-1	OX1R antag-2
CCn1nc(C(=O)OC2CCOC2=O)c2ccccc2c1=O (centres undefined)	-3	8
COc1ccccc1OCCOc1ccc(/C=C2/C(=N)N3OC(C)=CC3=NC2=O)cc1OC	-8	17
Cc1ccc(S(=O)(=O)Nc2cc(=O)[nH]c(SCC(=O)Nc3ccccc3C(F)(F)F)n2)cc1	-3	4
Cc1c(Cl)cccc1NC(=O)COC(=O)c1c2c(nc3ccccc13)CCN(Cc1ccccc1)C2	-17	36

Continuation:
SMILES	OX1R antag-1	OX1R antag-2
C=CCN1C(=O)/C(=C2/Sc3ccc(OC)cc3N2CC)SC1=S	4	13
O=C(NNC(=O)c1ccccn1)c1ccc(OC(F)F)cc1	6	-2
COc1ccc(C)cc1NC(=O)COC(=O)CCC(=O)c1cccs1	-10	-1
Clc1ccc(Oc2nc(Oc3ccc(Cl)cc3)nc(N3CCOCC3)n2)cc1	-15	20
Cc1nc2cc(NC(=O)NCc3ccc4c(c3)OCO4)ccc2o1	-23	21
CCc1nc2ccccc2c(C(=O)OCC(=O)N2CC(C)OC(C)C2)c1C (centres undefined)	-26	4
COc1ccc(OC)c(S(=O)(=O)N/N=C\c2cn(CC(N)=O)c3ccccc23)c1	-3	4
O=C(c1n[nH]c2ccccc12)N1CCN(c2ccc(F)cc2)CC1	-13	2
COc1ccc(N2CCN(C3CCCN(S(=O)(=O)c4ccc(C)cc4C)C3)CC2)cc1 (centres undefined)	-27	16
Cc1cc(NC(=O)Nc2cccc(C(F)(F)F)c2)n(C)n1	2	14
COc1ccccc1-c1cc(C(=O)NC(C)c2ccccc2)no1 (centres undefined)	-46	14
Cc1ccc(NC(=O)c2ccco2)c(NC(=O)c2ccccc2C)c1	-11	15
O=C(NC(=S)Nc1ccccc1F)C1CCCCC1	-24	37
O=C(COc1ccccc1)NCC(c1ccco1)N1CCN(c2ccc(F)cc2)CC1 (centres undefined)	-24	27
COc1ccc(S(=O)(=O)NCCSc2ccc(C)cc2)cc1OC	-19	40
CCCOC(=O)c1ccc(NC(=O)c2cnccn2)cc1	-15	12
COC(=O)CSc1nnc(CNC(=O)c2ccc(S(=O)(=O)N3CCCCC3)cc2)n1C	2	13
CCCOc1cccc(C(=O)N(Cc2ccc(OC)c(OC)c2)C2CCS(=O)(=O)C2)c1 (centres undefined)	-35	12
Cc1cccc(NC(=O)c2cc(S(=O)(=O)N3CCCC3)cn2C)c1	-17	23
Cc1ccc2cc(C#N)c(N3CCCN(C(=S)NCCCN(C)C)CC3)nc2c1	-11	8

One compound at a time, from the list above.
`Cc1cccc(NC(=O)c2cc(S(=O)(=O)N3CCCC3)cn2C)c1` as listed: OX1R antag-1: -17; OX1R antag-2: 23
`O=C(COc1ccccc1)NCC(c1ccco1)N1CCN(c2ccc(F)cc2)CC1` (centres undefined) as listed: OX1R antag-1: -24; OX1R antag-2: 27

(listing goes on)
SMILES	OX1R antag-1	OX1R antag-2
O=C(NCc1ccccc1)c1ccc(CN2CCOCC2)cc1	-11	12
CCCCOCCCNC(=O)C1CCCCC1	-4	3
CC(=O)COc1ccc2c(C)c(-c3ccccc3)c(=O)oc2c1	-22	18
O=C(NNc1ccc([N+](=O)[O-])cc1)Nc1ccccc1	0	32
O=C1C2C3C=CC(CNS(=O)(=O)c4ccccc4)(O3)C2C(=O)N1c1ccc(Cl)cc1 (centres undefined)	-6	33
CCOC(=O)N1CCN(S(=O)(=O)c2ccc(C)cc2)CC1	0	8
C/C(=N\O)c1cc(Cl)ccc1O	12	8
Cc1c(C(=O)NC(=S)Nc2ccccc2N2CCCC2)cccc1[N+](=O)[O-]	-33	8
N#CCSc1nnc(C2CCCCC2)n1Cc1ccccc1	-22	13
CCN1CCN(CCCN(Cc2ccco2)C(=S)Nc2ccc(C)c(Cl)c2)CC1	-28	16
O=C1CC(c2ccccc2)CC(O)=C1C=Nc1ccccc1 (centres undefined)	-24	12
Cc1cccc(CCNC(=O)CNS(=O)(=O)c2ccc3nc(C)sc3c2)c1	-20	15
C=CCC1(NCc2ccco2)CCN(CC)CC1	7	2
Cc1ccc(S(=O)(=O)N/N=C/c2ccc(O)cc2O)cc1[N+](=O)[O-]	-15	16
c1ccc(-c2nc(-c3ccco3)cs2)nc1	-21	6
CC(C)[C@H](NC(=O)N1CC(=O)Nc2ccccc21)C(=O)N1CCC[C@H]1C(=O)O	-8	30
COc1ccc(CC(=O)N(Cc2ccccc2)c2ccc(C)cc2)cc1OC	-30	38
CNC(=O)c1cc2cccc(OC)c2oc1=O	-6	42
O=C(CN1CCOC1=O)N1CCCC(N2CCN(c3cccc(C(F)(F)F)c3)CC2)C1 (centres undefined)	-6	-1
Cn1cc(/C=C(\NC(=O)c2ccccc2Cl)C(=O)NCCCn2ccnc2)c2ccccc21	-23	14

In another format: 2 of the compounds above.
Every second line gives: OX1R antag-1	OX1R antag-2
Cc1ccc(S(=O)(=O)N/N=C/c2ccc(O)cc2O)cc1[N+](=O)[O-]
→ -15	16
c1ccc(-c2nc(-c3ccco3)cs2)nc1
→ -21	6

Structures listed above printed as active in OX1R antag-1:
SMILES	OX1R antag-1	OX1R antag-2
Cc1ccccc1OCCC(=O)Nc1cccc(S(=O)(=O)Nc2ccccc2Cl)c1	45*	58

Continued.
SMILES	OX1R antag-1	OX1R antag-2
COc1ccc(C)cc1NC(=O)C1C2C=CC(C2)C1C(=O)O (centres undefined)	-20	14
Cc1c2cnn(CC(=O)NCc3ccccn3)c(=O)c2c(C)n1Cc1ccccc1	-12	7
O=c1[nH]c(N2CCN(Cc3ccccc3)CC2)nc2c1CCC2	-22	4
COc1ccc(NC(=O)CSc2ccc(-c3sc(C)nc3C)nn2)cc1OC	-26	23
CCOC(=O)O[C@]1(C(=O)COC(=O)CC)CC[C@H]2[C@@H]3CCC4=CC(=O)C=C[C@]4(C)[C@H]3[C@@H](O)C[C@@]21C	-18	17
O=C1c2ccccc2C(=O)N1CC(O)COc1ccccc1Cl (centres undefined)	-16	6
CC(C)(C)c1ccc(S(=O)(=O)N2CCN(CC(=O)N3CC(=O)Nc4ccccc43)CC2)cc1	-11	-3
O=C(Nc1ccc(Cl)cc1)C1CC2CCCC(C1)C2=O (centres undefined)	-3	9
Cc1ccc(C(C)C)c(OCC(=O)NN=C2CCCC(=O)C2)c1	4	11
Cc1ccc(S(=O)(=O)N2CCc3ccccc3C2)cc1	-15	29
O=[N+]([O-])c1ccc(Cl)c(S(=O)(=O)Nc2ccc(-c3ccc(N4CCCC4)nn3)cc2)c1	-24	29
COc1ccc([C@@H]2[C@@H]3C(=O)N(C(C)(C)C)C(=O)[C@@H]3[C@]3(C)C(=O)N(c4cccc(Cl)c4)C(=O)N23)cc1	-24	13
CCOC(=O)c1c(NC(=O)COc2ncnc3ccccc23)sc(C)c1C	-27	9
Cc1nc(Nc2ccc(F)cc2)[nH]c(=O)c1CCC(C)C	-7	9
O=C(CCC1CCCC1)Nc1cccc(Cc2ccncc2)c1	-24	20
N#Cc1c(N2CCOCC2)nc(N2CCCCC2)c2c1CCN(C1CCCCC1)C2	-34	-5
O=C(O)COc1ccccc1C=NNC(=O)c1ccc(NS(=O)(=O)c2cccs2)cc1	5	7
CCOc1ccc(NC(=O)C2CC(=O)N(C(C)C)C2)cc1 (centres undefined)	-5	12
COc1ccc(C(=O)N2CCN(c3ccc(NC(=O)Cc4ccccc4)cc3)CC2)cc1	-4	29
Fc1ccc(F)c(C2=NNC(=Nc3ccccc3F)SC2)c1	3	11
Cc1cc(C(=O)OCC(=O)NC2CCCCC2C)c2ccccc2n1 (centres undefined)	-17	5
CCCCOc1ccc(C2C(C(=O)c3ccc(C)o3)=C(O)C(=O)N2Cc2ccco2)cc1 (centres undefined)	-31	-6
O=C(COC(=O)c1nc(Cl)ccc1Cl)c1ccccc1Cl	-21	8
COC(=O)C1=C(C(=O)OC)[C@@H]2N(Cc3ccccc3)c3ccccc3[C@@]23C[C@@H](C(=O)OC)N(C(=O)CC(C)C)C3=N1	-49	28
COc1cc(-c2nnc(SC(C)C(=O)Nc3c(C)n(C)n(-c4ccccc4)c3=O)o2)cc(OC)c1OC (centres undefined)	-7	6
CC1(OC(=O)C2CCCC2)C(=O)C=C2C=C(c3ccsc3)N(c3ccccc3)C=C2C1=O (centres undefined)	0	24
COC(=O)c1ccccc1NC(=O)N1CCN(c2ccc(F)cc2)CC1	-27	2
COCCCNC(=O)c1c(N)n(/N=C/c2cccnc2)c2nc3ccccc3nc12	-25	24
O=C(CCCc1ccccc1)Nc1ccnn1C1CCN(Cc2ccccc2F)CC1	-15	0
CC(C)c1cccc(OCC(=O)Nc2ccc(S(=O)(=O)Nc3ccccn3)cc2)c1	-17	9
COc1cccc(-c2csc(/C(C#N)=C/Nc3cc4oc5ccccc5c4cc3OC)n2)c1	1	14
CCCNC(=O)C1=C(C)C(=O)OC12CCC(C)CC2 (centres undefined)	-8	10
COCCNC(=S)N/N=C(\C)c1ccc(OC(F)F)cc1	-9	11
OCC[C@H]1C[C@@H](O)[C@H](O)[C@@]2(OCCc3ccccc32)O1	6	15
Cc1c(/C(Cc2ccccc2)=N/O)c2ccccc2n1C	-15	30
CCCSc1nc(N2CCOCC2)c2c(c1C#N)CCCC2	-2	38
O=C(Nc1ccc(Br)cc1)c1ccc2ncsc2c1	-16	33
COc1ccc(OC)c(-c2csc(NC(=O)C3CSC4(C)CCC(=O)N34)n2)c1 (centres undefined)	6	7
COCCn1c(=N)c(C(=O)NCCc2ccc(OC)cc2)cc2c(=O)n3cccc(C)c3nc21	-36	30
O=C1CC(C(=O)N2CCCc3ccccc32)CN1c1ccc(F)cc1 (centres undefined)	-16	6
Cc1ccc(-n2nc(-c3ccco3)cc2C(=O)O)cc1	-16	10
COC(=O)CC1C(=O)NCCN1C(=S)Nc1cccc(C)c1 (centres undefined)	-9	19
NC(=O)[C@@H]1CC2(CC(c3cccc(NC(=O)COc4ccc(Cl)cc4)c3)=NO2)CN1C(=O)c1ccccc1 (some centres undefined)	-25	13
O=C(Cn1cc(C(F)(F)F)cc(Cl)c1=O)Nc1cc(S(=O)(=O)N2CCOCC2)ccc1Cl	-40	10
Cc1ccc(OC(C)C(=O)Nc2ccc(C)c(S(=O)(=O)Nc3ccc(C)cc3C)c2)cc1 (centres undefined)	-15	2
COc1ccc2cc(C3OCCO3)c(Cl)nc2c1	-9	-1
Cc1nn(Cc2ccc(Cl)cc2)c(C)c1NC(=O)CSc1n[nH]c(C)c1[N+](=O)[O-]	-16	10
CCCn1c(=O)c(C(=O)NCc2ccccc2Cl)c(O)c2ccccc21	-5	12
CCOC(=O)c1c(-n2cnnn2)sc(C)c1C	-20	9
COc1ccc(S(=O)(=O)N(C)CC(=O)NCc2cccnc2)cc1OC	-3	10

Other results follow:
SMILES	OX1R antag-1	OX1R antag-2
O=C(Nc1ccc(CSc2ccccc2)cc1)c1ccc(CN2CCOCC2)cc1	4	20
CN(C)c1nc2ccc(OCCN3CCCCC3)cc2s1	-5	8
C=CCN(c1ccccc1OC)S(=O)(=O)c1cccc(C(=O)OCC(=O)N2CCOCC2)c1	-11	6
C=CCn1c(NC(=O)c2ccc(Br)o2)c(C(=O)OCC)sc1=S	-14	15
COC(=O)C1=C(N)Oc2cc(C)oc(=O)c2C1c1cccnc1 (centres undefined)	16	7
O=C(CCC(=O)N1CCCC1)Nc1ccc([N+](=O)[O-])cc1	-4	41
CCCCCN(C(=O)CSc1n[nH]c(-c2ccc(C)cc2)n1)c1c(N)n(CCCC)c(=O)[nH]c1=O	-48	20
CC(C)CC(=O)NC1(C(F)(F)F)NC(=O)N(c2ccccc2)C1=O (centres undefined)	-16	3
Cc1cn(CCC(=O)Nc2ccc(N3CCOCC3)cc2)c2ccccc12	-5	2
O=C(Nc1nnc(-c2ccccc2Cl)o1)c1nc2ccccc2s1	31	-1

Screening results deposited in PubChem by The Scripps Research Institute Molecular Screening Center.
